# Compound activity from PubChem.
# CXXC DNA block = inhibitors of human MLL CXXC domain-DNA interaction; Potency, µM (doses to about 115 µM), inactives show top-dose activity change, negative = inhibition, most hits filed as inhibitors; MLL-CXXC / FITC-HOXA9 DNA fluorescence polarization; 290,000 compounds, 0.037% hits; Q03164; AID 2662; active means well fitted inhibition curve with a large enough effect in the polarisation, with a control signal flat, not every such curve was filed as active; inconclusive means small, poorly fitted or top-dose-only effect, or effect the other way, or a change in a side signal; inactive means no such curve, though single readings can be large or run the other way; the % refers to the polarisation; further: potency means the concentration at half of the fitted maximal effect
#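 Steps: dispense CXXC domain solution (7 uM) → pin compounds or unlabeled HOX-A9 DNA control → 5 min ambient → add FLSN-HOX-A9 solution (50 nM) → spin → 30 min ambient → fluorescence polarization. Tris pH 7.5/NaCl/DTT/BSA buffer.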
# TRPV1 ag = agonists of human vanilloid receptor 1 (TRPV1). activation, % at 8.33 µM. 320,000 compounds, 0.19% hits. Q8NER1. AID 540275. TRPV1-expressing cells, Fluo-8 calcium influx, agonist mode; in the data active means activation above about 80%; inconclusive means between about 30% and that limit; further: 0% is about no effect
#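 Cells expressing TRPV1 were dye-loaded with Fluo-8 and read kinetically: 10 s baseline, 3 min after compound (agonist portion), then 2 min after EC20 capsaicin (allosteric enhancer portion). Calcium-bound dye fluorescence at 480/520 nm.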
# hERG WT inh = blocks the wildtype human KCNH2 potassium channel | 340,000 compounds, 0.37% hits | Q12809 | U2OS, BacMam KCNH2, thallium flux FluxOr; stronger effect = lower value | activity change, % at 1.84 µM;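 active means maximum activity change below -70%; inconclusive means maximum activity change between -70% and -50%; inactive means maximum activity change above -50%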; further: on the % scale 0 is the no-effect control and ±100 the full control effect
#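 U2OS cells were transduced with wild-type KCNH2 virus (2.03 x 10^8 / mL) for 4 h at room temperature, then cultured overnight at 37 C. Thallium flux was read with FluxOr dye. Rate constants were normalized to DMSO controls.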
# KCNH2 3.1 block = blocks the human KCNH2 3.1 channel isoform; activity change, % (tested at about 1.8 µM); U2OS KCNH2 3.1, thallium flux FluxOr; stronger effect = lower value; 340,000 compounds, 0.95% hits;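 active means maximum activity change below -70%; inconclusive means maximum activity change from -70% to -50%; inactive means maximum activity change above -50%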;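 further: thallium influx rate constant from kinetic fluorescence after stimulation buffer; on the % scale 0 is the no-effect control and ±100 the full control effect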
#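 We transduce U2OS cells with the mutant 3.1 virus, culture them overnight, load FluxOr with Red40 quencher for 45 min, then add stimulation buffer and read kinetically for 2 min to derive a normalized rate constant.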
# Menin-MLL TR inh = displaces Texas Red mutant MLL peptide from human menin; O00255; Menin + Texas Red MLL mutant peptide, fluorescence polarization; Potency, µM (highest dose often 61.6 µM), inactives show at the top dose FP activity change, negative = inhibition, hits mostly inhibitors; 270,000 compounds, 0.23% hits; AID 1768; active means well fitted inhibition curve with a large enough effect in the polarisation, with a control signal flat, not every such curve was filed as active; inconclusive means small, poorly fitted or top-dose-only effect, or effect the other way, or a change in a side signal; inactive means no such curve, though single readings can be large or run the other way; the % refers to the polarisation; further: potency means the concentration at half of the fitted maximal effect; % of control where 0% means no effect; many of its hits are not listed in these tables
# GALK inh = blocks human galactokinase activity; 270,000 compounds, 0.007% hits; Potency, µM (highest dose often 57.5 µM), for the others: at the highest dose activity change, negative = inhibition, most hits filed as inhibitors; Purified GALK, Kinase-Glo residual ATP luminescence; P51570; further: potency means the concentration at half of the fitted maximal effect; on the % scale 0 is the no-effect control and ±100 the full control effect
#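 GALK at 5 nM final was combined with compound, 35 uM ATP and 100 uM galactose in HEPES pH8.0 with MgCl2 and DTT. The reaction ran one hour at room temperature before luminescent ATP detection.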
# USP2a block = USP2a (human) protease inhibition | O75604 | USP2 core, Ub-CHOP2 coupled fluorogenic reporter, 485/531 | Potency, µM (series often up to 38.3 µM), inactives show top-dose activity change, negative = inhibition, hits mostly inhibitors | 330,000 compounds, 0.01% hits | AID 463254;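 further: potency means the concentration at half of the fitted maximal effect; plate controls were DMSO wells for no effect and full inhibition by NEM control for full effect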
#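 USP2 core (10nM final) preincubated 30min RT with compound in 20mM Tris-HCl pH 8.0, 2mM CaCl2, 2mM beta-mercaptoethanol, 0.05% CHAPS; 25nM Ub-CHOP2 plus 25nM reporter substrate added, fluorescence (Ex485/Em531) read after 60min.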
# PKM2 activator = PKM2 (human) enzyme activation; P14618; purified PKM2, Kinase-Glo ATP luminescence, activation; response scale: 0% is enzyme alone, no compound; Potency, µM (highest dose often 57.5 µM), for inactives: at the top dose activation, most hits filed as activators; 260,000 compounds, 0.34% hits; AID 1631; further: potency means the concentration at half of the fitted maximal effect; on the % scale 0 is the no-effect control and ±100 the full control effect; nearly all actives have a fitted effect of over 55% in size
# Target sequence (P14618 whole entry, looked up): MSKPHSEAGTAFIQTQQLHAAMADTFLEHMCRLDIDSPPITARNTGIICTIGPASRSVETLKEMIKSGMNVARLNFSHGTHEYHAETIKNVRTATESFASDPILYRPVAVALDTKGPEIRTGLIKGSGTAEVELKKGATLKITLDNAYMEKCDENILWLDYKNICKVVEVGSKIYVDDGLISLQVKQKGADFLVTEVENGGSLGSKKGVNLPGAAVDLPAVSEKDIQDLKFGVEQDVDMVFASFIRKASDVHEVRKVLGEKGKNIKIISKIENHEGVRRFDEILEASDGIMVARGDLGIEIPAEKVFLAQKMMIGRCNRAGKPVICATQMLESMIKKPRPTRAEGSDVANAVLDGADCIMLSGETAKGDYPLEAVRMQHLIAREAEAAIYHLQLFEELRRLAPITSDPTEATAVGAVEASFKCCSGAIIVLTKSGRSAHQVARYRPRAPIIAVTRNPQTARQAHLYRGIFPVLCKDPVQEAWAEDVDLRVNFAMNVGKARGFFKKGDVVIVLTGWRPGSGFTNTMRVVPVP
#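 Kinase-Glo luminescence reports ATP generated from ADP (0.1 mM) and PEP (0.5 mM) by purified hPK-M2 after 1 h at room temperature, pH 7.2 imidazole buffer; intermediate enzyme activity allows detecting inhibitors and activators.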
# Coupling enz = counter-screen for Giardia aldolase inhibitors: coupling enzyme system; coupling enzyme system counterscreen, AmpLite Red fluorescence; activity change, negative = inhibition, % at 58.2 µM, hits read low; 290,000 compounds, 0.67% hits; in the data active means activity change below about -30%; further: on the % scale 0 is the no-effect control and ±100 the full control effect
#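 Activity here indicates interference with the coupling reaction, not aldolase inhibition. Compounds at 57.5 uM final met coupling enzymes for 10 min at RT; substrate and AmpLite Red detection followed, with a 525/598 nm fluorescence read after 20 min.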
# B2AR arrestin = beta2AR (human) beta-arrestin recruitment activity; P07550; beta-arrestin recruitment to beta2AR, cell-based reporter; Potency, µM (highest dose often 46.1 µM), without a hit: top-dose activation, actives largely listed as activators; 330,000 compounds, 0.02% hits;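 further: potency means the concentration at half of the fitted maximal effect; 0% = DMSO controls and full agonism = EC100 isoproterenol or metaproterenol; nearly all actives have a fitted effect of over 65% in size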
# Target sequence (P07550 whole entry, looked up): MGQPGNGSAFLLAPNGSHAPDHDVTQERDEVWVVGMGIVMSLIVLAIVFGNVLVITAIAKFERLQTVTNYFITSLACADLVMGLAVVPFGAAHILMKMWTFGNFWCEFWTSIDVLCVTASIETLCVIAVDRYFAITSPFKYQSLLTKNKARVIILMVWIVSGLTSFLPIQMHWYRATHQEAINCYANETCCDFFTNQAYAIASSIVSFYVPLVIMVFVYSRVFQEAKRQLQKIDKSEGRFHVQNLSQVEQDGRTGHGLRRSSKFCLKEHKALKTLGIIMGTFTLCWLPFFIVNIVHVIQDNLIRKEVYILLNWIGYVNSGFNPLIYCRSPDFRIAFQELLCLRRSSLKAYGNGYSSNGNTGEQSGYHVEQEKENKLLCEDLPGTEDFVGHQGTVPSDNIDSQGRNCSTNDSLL
# Giardia killer = kills Giardia lamblia; 340,000 compounds, 0.15% hits; activity change, % at 7.66 µM, hits read low; Giardia lamblia trophozoite viability; AID 540267; in the data active means activity change below about -80%; inconclusive means between about -30% and that limit;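 further: parasites exposed to compound for two days anaerobically before the ATP read; on the % scale 0 is the no-effect control and ±100 the full control effect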
#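 Luminescent ATP signal served as the viability read-out, measured 15-30 min after adding ATP detection reagent to trophozoites that had been incubated with compounds for 48 hrs at 37 deg C anaerobically at 100 cells/well.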
# The depositor's hits bear a star; i = inactive; ? = inconclusive; . = not tested or not shown; [ ] = dose if it differs, or a comment. Unless noted, the call rests on the fitted dose curve; in most records, active means well fitted curve in the direction sought with a large enough effect; inconclusive means small, poorly fitted or top-dose-only effect, or another doubt; inactive means no such curve, though single readings can be large; an effect the other way counts as inactive or inconclusive. The list is partial (hit frequency here may not be typical).
SMILES,CXXC DNA block,TRPV1 ag,hERG WT inh,KCNH2 3.1 block,Menin-MLL TR inh,GALK inh,USP2a block,PKM2 activator,Coupling enz,B2AR arrestin,Giardia killer
CCOc1ccc(NC(=O)c2c(OC)cccc2OC)cc1,-5.5%,-2.5,5.3,3.4,-1.2%,7.8%,-1.8%,-2.8%,2.8,0.1%,15.9
O=C(NC1CCN(C(=O)NCc2ccccc2)CC1)c1cccc(F)c1,5.5%,8.6,-9.6,10.1,1.3%,-0.3%,2.8%,2.9%,1.6,0.1%,-19.8
CCN(CC)CCNC(=O)CCc1nn(C)c(=O)c2ccccc12,2.6%,-0.3,-2.0,4.0,?,-1.3%,1.9%,-1.3%,3.1,-0.1%,2.1
CC(NC(=O)CSCc1ccc(Br)cc1)c1ccccc1 (stereo not given),2.2%,?,-11.8,-0.9,-10.8%,-3.0%,-0.7%,-2.4%,0.9,0.4%,3.6
CCO[C@H]1OC(C(=O)NC2CC2)=C[C@@H](C2CC2)[C@@H]1CCCO,-12.8%,1.5,-4.2,11.5,5.9%,7.4%,1.4%,0.8%,4.4,0.3%,-8.1
Nc1n[nH]c(-c2ccccc2)c1-c1ccccc1,-1.3%,-1.3,2.9,-29.1,-6.5%,6.1%,-1.2%,-2.8%,0.6,0.0%,5.6
Cc1ccc(C)c(N(CC(=O)NC2CCCCC2)C(=O)CCC(=O)Nc2ccccn2)c1,14.8%,0.9,.,.,-16.4%,-1.4%,0.2%,-8.6%,0.1,0.2%,.
CCOc1ccc(/C=N/Nc2nncc(-c3ccccc3)n2)cc1OC,-6.7%,-4.3,4.0,8.8,0.9%,11.2%,2.3%,.,0.8,0.2%,-24.6
Cn1cnnc1SCC(=O)NCCc1ccc(Cl)cc1Cl,14.7%,-5.1,-7.0,-6.1,2.2%,-1.5%,-0.5%,-0.5%,5.0,-0.2%,6.8
CCN(CC)S(=O)(=O)c1ccc(Cl)c(C(=O)Oc2cccnc2)c1,7.6%,6.2,9.3,-3.6,11.0%,2.0%,1.7%,-3.2%,1.0,-0.5%,-0.5
CCOC(=O)N/N=C(\C)c1ccc(Oc2ncccn2)cc1,15.9%,-2.6,17.7,-2.6,-13.4%,0.0%,4.1%,.,-2.7,-0.9%,?
CCOC(=O)C(C(=O)OCC)N(C#N)c1nc(C)cc(C)n1,1.1%,9.8,-34.5,5.1,-1.2%,0.1%,0.0%,-8.0%,7.9,-0.1%,3.4
Cc1ccc(C)c(NC(=O)COC(=O)Cc2ccsc2)c1,7.4%,1.4,3.5,18.9,1.6%,-1.0%,0.1%,-5.5%,-0.7,0.1%,17.3
C=CCSC1=C(C#N)C(c2ccccc2C)CC(=O)N1 (stereo not given),-2.8%,-0.7,-3.4,-2.8,-4.6%,0.2%,3.3%,1.0%,1.8,-0.3%,2.0
COc1cccc(CSc2nc3ccccc3cc2C=O)c1,4.3%,7.1,1.5,-2.5,?,-1.1%,-1.9%,3.3%,8.3,0.4%,18.2
CCN(CC)S(=O)(=O)c1ccc(N2CCCC2)c(NC(=O)Cc2cc(OC)c(OC)c(OC)c2)c1,-1.2%,0.1,8.6,9.5,.,0.5%,-1.9%,.,1.6,-0.6%,-3.8
Cn1c(=N)n(CC(=O)c2ccccc2)c2ccccc21,10.1%,3.1,6.1,0.7,.,-2.8%,0.2%,-0.2%,-2.1,-0.6%,?
Cc1nnc(SC(C)C(=O)Nc2nccs2)s1 (stereo not given),1.2%,1.6,-3.5,-2.2,1.4%,-0.9%,1.9%,12.9%,3.3,0.0%,-0.7
O=[N+]([O-])c1ccc(Sc2ncccn2)c([N+](=O)[O-])c1,2.2%,0.4,-8.4,15.8,.,-2.3%,-0.5%,-0.8%,-0.5,0.2%,-2.4
CN(C)CCNC(=O)/C(=C/c1ccc(-c2cccc(Cl)c2)o1)NC(=O)c1ccccc1,-1.8%,1.6,0.8,-1.9,-20.4%,-0.7%,0.8%,1.6%,-8.3,-0.2%,-25.9
Cc1ccc(Cc2c(C)nc3nc(SCC(=O)NCCCN4CCOCC4)nn3c2C)cc1,1.2%,-0.5,2.4,0.8,-12.0%,0.8%,2.4%,-2.7%,2.4,-0.9%,7.6
O=C1CC(c2ccccc2)CC(O)=C1C=Nc1cccc(Cl)c1 (stereo not given),9.6%,4.9,i,-6.9,-8.1%,0.6%,-0.3%,-2.6%,-0.3,-0.7%,15.4
C/C(=N\NC(=O)c1ccccc1F)c1ccc(C#N)cc1,-5.0%,1.9,5.6,3.2,5.8%,9.8%,1.0%,-4.8%,2.2,0.1%,0.3
Cc1ccc(C)c2[nH]c(=O)c(CCNC(=O)CC(C)C)cc12,1.5%,0.7,-10.6,18.3,?,1.9%,1.0%,0.4%,0.4,-0.1%,4.7
O=C(Nc1ccc(-c2ccc(N3CCCCC3)nn2)cc1)c1ccco1,.,5.8,14.2,3.3,.,.,-0.8%,.,.,0.4%,9.2
COc1ccc(C(=O)NC2CCCc3c2cnn3-c2ccccc2F)cc1OC (stereo not given),1.2%,5.5,2.1,-0.4,-11.4%,2.5%,-1.7%,.,0.5,-0.7%,8.4
Cc1cc(-c2ccccc2)nc2cc(C(=O)OC(C)C)nn12,-6.1%,6.8,7.0,8.0,-6.2%,2.0%,1.6%,-2.4%,7.7,-0.2%,3.5
Cc1c(-c2cc(C(=O)O)on2)cnn1C,4.8%,1.6,-4.9,6.5,-6.2%,-2.2%,0.2%,0.2%,6.9,-0.4%,-6.3
COc1ccc(C(CC(=O)Nc2ccccn2)N2Cc3ccccc3C2=O)cc1OC (stereo not given),2.0%,-0.3,-7.9,-0.9,-19.7%,-0.3%,1.9%,.,2.6,-0.5%,3.5
CCn1nnnc1NCc1ccc(SC)cc1,-4.0%,12.7,-14.1,-1.5,-1.6%,-0.3%,-0.1%,3.0%,1.3,-0.2%,7.6
COC(=O)CCN(C)CCC(=O)OC,4.1%,0.1,0.4,25.3,17.9%,3.0%,-1.3%,-7.3%,2.5,-1.0%,30.8[activator]
O=c1cc(Nc2ccc3c(c2)OCCO3)[nH]c(=O)n1Cc1ccc(F)cc1,4.4%,-1.5,4.2,-12.5,?,0.6%,3.7%,2.7%,0.4,-0.8%,1.2
NC(=S)NNC(=O)/C(=C/c1ccc(Br)cc1)NC(=O)c1ccccc1,8.5%,-0.9,-7.1,-1.3,-8.2%,0.6%,0.0%,1.1%,-3.9,0.0%,-2.0
COc1cc(NC(=O)c2nccnc2C(=O)O)cc(OC)c1,3.4%,-2.8,-18.6,-5.1,-0.9%,1.1%,0.0%,-2.8%,-6.1,-0.6%,-18.3
C/C1=C\CCC2C(/C=C(\C)CC1)OC(=O)C2CN1CCCCC1 (stereo not given),-6.6%,0.3,-2.0,-2.6,-6.8%,0.5%,-0.8%,.,0.0,-0.5%,10.1
O=C(CSc1n[nH]c(=O)[nH]c1=O)c1ccc(Cl)cc1Cl,1.2%,-0.8,-1.7,-11.9,.,1.5%,-2.4%,-3.0%,8.5,-0.3%,-0.3
O=C(CCN1C(=O)c2ccccc2C1=O)NCc1ccc(F)cc1,0.6%,18.0,4.1,-5.3,-15.6%,3.3%,4.8%,1.2%,-1.2,-0.4%,?
CC(NS(=O)(=O)c1ccc(Cl)cc1)C(c1cccs1)N1CCN(C)CC1 (stereo not given),-4.4%,-3.5,11.3,38.0,11.4%,-0.4%,1.4%,2.6%,4.1,0.1%,-23.8
CS(=O)(=O)N(CC(=O)Nc1ccc(S(=O)(=O)N2CCCC2)cc1)c1cccc(F)c1,-3.1%,-1.4,3.8,-1.7,.,-1.9%,-0.6%,5.5%,1.1,0.3%,-2.5
O=C(Nc1cccc(-c2cccc(F)c2)c1)C1CCN(C2CCC2)CC1,4.9%,7.1,-97.1*,-91.0*,.,-2.6%,1.7%,.,.,0.3%,-7.5

# Limited to hERG WT inh (two entries from above):
canonical_smiles | hERG WT inh
O=C(Nc1ccc(-c2ccc(N3CCCCC3)nn2)cc1)c1ccco1 | 14.2
COc1ccc(C(=O)NC2CCCc3c2cnn3-c2ccccc2F)cc1OC (stereo not given) | 2.1
